GPR151 activ: activators of human GPR151, primary screen, cell-based, PathHunter beta-arrestin, luminescence; G-protein coupled receptor 151 (Homo sapiens), Q8TDV0; PathHunter beta-arrestin GPR151 cells; activation, % at 11.2 µM; hit rate 1% among 650,000; AID 1508602, 2020; in the data active means activation above about 4.9%;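 further: 0% = median of compound wells and 100% = cells with positive control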
FBW7 act: FBW7 E3 ligase activators, primary screen, biochemical, AlphaScreen, human; F-box/WD repeat-containing protein 7 (Homo sapiens), Q969H0; normalized activity (activation), % at 26.1 µM; AlphaScreen FBW7–phospho-cyclin E peptide binding, activator screen; hit rate 0.13% among 650,000; AID 1259310, 2017; in the data active means normalized activity above about 1.9%;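 further: purified mutant Fbw7 with reduced substrate affinity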
Target sequence (Q969H0 whole entry, looked up): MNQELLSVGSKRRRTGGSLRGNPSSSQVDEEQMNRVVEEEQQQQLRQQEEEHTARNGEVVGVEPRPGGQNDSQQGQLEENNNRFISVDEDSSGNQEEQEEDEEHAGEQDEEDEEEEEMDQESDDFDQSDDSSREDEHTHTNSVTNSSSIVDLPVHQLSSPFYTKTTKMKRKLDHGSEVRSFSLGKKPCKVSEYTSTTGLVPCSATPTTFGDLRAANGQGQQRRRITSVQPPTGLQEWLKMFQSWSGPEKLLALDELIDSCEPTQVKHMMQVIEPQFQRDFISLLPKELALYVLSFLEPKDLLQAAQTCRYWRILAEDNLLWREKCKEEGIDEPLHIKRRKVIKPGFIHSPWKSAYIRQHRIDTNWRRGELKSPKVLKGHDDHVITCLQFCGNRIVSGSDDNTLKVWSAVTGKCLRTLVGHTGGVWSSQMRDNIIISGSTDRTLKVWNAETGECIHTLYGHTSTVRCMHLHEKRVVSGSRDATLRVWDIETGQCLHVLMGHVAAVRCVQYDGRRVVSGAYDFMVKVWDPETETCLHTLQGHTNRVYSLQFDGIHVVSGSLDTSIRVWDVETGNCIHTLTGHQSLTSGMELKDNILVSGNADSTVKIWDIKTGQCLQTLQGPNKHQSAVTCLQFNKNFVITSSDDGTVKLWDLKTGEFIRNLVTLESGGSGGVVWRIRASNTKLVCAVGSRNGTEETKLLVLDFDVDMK
TEAD-YAP block: TEAD-YAP interaction inhibition, primary screen, TEAD-YAP interaction inhibitor project, luminescence, HEK-TIYL cells. inhibition, % at 9.12 µM. TEAD-Gal4/YAP UAS-luciferase luminescence. hit rate 1.4% among 640,000; in the data active means inhibition above about 32%;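 further: 0% = median of test compound wells and 100% = reference inhibitor wells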
MITF inh: MITF inhibitors, primary screen, biochemical, AlphaScreen, human. AID 1259374, 2018. Microphthalmia-associated transcription factor (Homo sapiens), O75030. inhibition, % at 2.6 µM. AlphaScreen MITF homodimerization, bead proximity signal. hit rate 0.91% among 650,000; in the data active means inhibition above about 50%;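 further: 0% = vehicle wells with protein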
The depositor's hits bear a star; & = joins results of further samples. Hits appear at their usual frequency; overall some 3.4% were active at least once.

What do the screens show for `Cc1cc(C)cc(NC(=O)C(=O)/C=C(\O)c2ccccc2)c1`?
GPR151 activ: -0.4; FBW7 act: 0.1; TEAD-YAP block: -39; MITF inh: 25

What do the screens show for `CC(C)(Cc1nc2ccccc2[nH]1)C(=O)O`?
GPR151 activ: 0.6; FBW7 act: 0.1; TEAD-YAP block: 3; MITF inh: 0

How did Cc1cccc2c(C(=O)NCc3ccccc3)cc(-c3ccccc3)nc12 do in these assays?
GPR151 activ: 3.4; FBW7 act: 0.0; TEAD-YAP block: -2; MITF inh: 7

Results for COc1cccc(N2C(=O)C(CC(=O)Nc3ccccc3)N(CCNC(C)=O)C2=S)c1 (stereo not given) ?
GPR151 activ: -0.1; FBW7 act: 0.2; TEAD-YAP block: 3; MITF inh: 13

How did O=C1C2=C(C(c3ccccc3)=NCCN2)C(c2ccccc2F)N1c1ccccc1 (stereo not given) do in these assays?
GPR151 activ: 2.7; FBW7 act: -0.7; TEAD-YAP block: -9; MITF inh: 3

Results for O=C(NC1CC1)c1ccc(-c2ncc(C(=O)NCc3cccc(C(F)(F)F)c3)s2)cc1 ?
GPR151 activ: -1.3; FBW7 act: 0.1; TEAD-YAP block: 4; MITF inh: 9

How did COc1ccc(NC(=S)Nc2ccccn2)cc1 do in these assays?
GPR151 activ: 0.5&-1.4; FBW7 act: -0.1&0.1; TEAD-YAP block: -71&-52; MITF inh: -7&2

Results for COC(=O)CN(c1ccccc1)S(=O)(=O)c1ccccc1 ?
GPR151 activ: 2.9; FBW7 act: 0.0; TEAD-YAP block: -1; MITF inh: 11

How did COc1ccccc1/C=C/CN1CCC(n2nccc2NC(=O)Cc2ccccc2)CC1 do in these assays?
GPR151 activ: 0.4; FBW7 act: 0.1; TEAD-YAP block: -2; MITF inh: -3

How did Cc1ccc(OCc2nnc(NC(=O)C(C)(C)C)s2)cc1 do in these assays?
GPR151 activ: 2.5; FBW7 act: 0.3; TEAD-YAP block: 1; MITF inh: 4

Results for O=C(NCCCN1CCCC1=O)C(=O)Nc1ccc(F)cc1F ?
GPR151 activ: -0.6; FBW7 act: -0.1; TEAD-YAP block: -42; MITF inh: -6

Results for COc1ccc(C2CC(c3cccs3)=NN2C(=O)CSc2nnc(CNC(=O)Cc3ccccc3)n2-c2ccc(F)cc2)cc1 (stereo not given) ?
GPR151 activ: -0.7; FBW7 act: 0.1; TEAD-YAP block: 8; MITF inh: 8

How did COC(=O)CN1C(=O)C2(C(C#N)=C(N)Oc3n[nH]c(C)c32)c2ccccc21 (stereo not given) do in these assays?
GPR151 activ: -1.1; FBW7 act: 0.1; TEAD-YAP block: 2; MITF inh: 2

What do the screens show for `Cc1nc2ccc(S(=O)(=O)NCC(=O)NCc3ccc(Cl)cc3)cc2s1`?
GPR151 activ: 1.2; FBW7 act: 0.2; TEAD-YAP block: 2; MITF inh: 2

Results for CCOc1ccc(-c2cn(-c3ccc(C)cc3)c(SCC(=O)N3CCCc4ccccc43)n2)cc1 ?
GPR151 activ: -0.5; FBW7 act: -0.1; TEAD-YAP block: 6; MITF inh: 11

Ordered by formula weight (high to low): part of the list above
Results for COc1cccc(N2C(=O)C(CC(=O)Nc3ccccc3)N(CCNC(C)=O)C2=S)c1 (stereo not given) ?
GPR151 activ: -0.1; FBW7 act: 0.2; TEAD-YAP block: 3; MITF inh: 13

How did COc1ccccc1/C=C/CN1CCC(n2nccc2NC(=O)Cc2ccccc2)CC1 do in these assays?
GPR151 activ: 0.4; FBW7 act: 0.1; TEAD-YAP block: -2; MITF inh: -3

How did Cc1ccc(OCc2nnc(NC(=O)C(C)(C)C)s2)cc1 do in these assays?
GPR151 activ: 2.5; FBW7 act: 0.3; TEAD-YAP block: 1; MITF inh: 4

What do the screens show for `Cc1cc(C)cc(NC(=O)C(=O)/C=C(\O)c2ccccc2)c1`?
GPR151 activ: -0.4; FBW7 act: 0.1; TEAD-YAP block: -39; MITF inh: 25

How did COc1ccc(NC(=S)Nc2ccccn2)cc1 do in these assays?
GPR151 activ: 0.5&-1.4; FBW7 act: -0.1&0.1; TEAD-YAP block: -71&-52; MITF inh: -7&2

Further structures:
How did CCOC(=O)c1c(NC(=O)CSc2cn(Cc3cccc(F)c3)c3ccccc23)sc2c1CCCC2 do in these assays?
GPR151 activ: -2.1; FBW7 act: 0.3; TEAD-YAP block: 17; MITF inh: 9

What do the screens show for `Nc1nccc(-c2ccc3nc(C4COc5ccccc5C4)cnc3c2)n1` (stereo not given)?
GPR151 activ: -1.4; FBW7 act: -0.2; TEAD-YAP block: -14; MITF inh: -12

What do the screens show for `CN1C(=O)CSC1=Nc1cccc(Cl)c1`?
GPR151 activ: 2.8; FBW7 act: -1.7; TEAD-YAP block: 2; MITF inh: 8

Results for CC(NC(=O)CC1Sc2ccccc2NC1=O)c1ccccc1 (stereo not given) ?
GPR151 activ: 3.8; FBW7 act: -0.3; TEAD-YAP block: 7; MITF inh: -6

What do the screens show for `Nc1ncnc(NC2CCS(=O)(=O)C2)c1[N+](=O)[O-]` (stereo not given)?
GPR151 activ: 1.9; FBW7 act: -0.2; TEAD-YAP block: 11; MITF inh: -11

Results for O=C(CSc1nnc2ncccn12)Nc1ccccc1F ?
GPR151 activ: -0.4; FBW7 act: -0.1; TEAD-YAP block: -4; MITF inh: 8

Results for OCCN1CCN(c2nccn3c(-c4ccc(Cl)cc4)cnc23)CC1 ?
GPR151 activ: -0.3; FBW7 act: 0.1; TEAD-YAP block: 1; MITF inh: 4

What do the screens show for `O=C(CSc1nc(-c2ccccc2Cl)ns1)N1CCc2ccccc21`?
GPR151 activ: -0.4; FBW7 act: 0.7; TEAD-YAP block: -2; MITF inh: 3

Results for CN(C)C(=O)CN(c1cccc(Cl)c1Cl)S(C)(=O)=O ?
GPR151 activ: -0.6; FBW7 act: 0.2; TEAD-YAP block: -4; MITF inh: 12

What do the screens show for `O=C1CN(C(=O)COC(=O)c2ccc(OCc3ccccc3)cc2)c2ccccc2N1`?
GPR151 activ: -7.1; FBW7 act: 0.3; TEAD-YAP block: 3; MITF inh: 22

Results for COCCNCCOc1ccccc1-c1ccccc1 ?
GPR151 activ: -0.5; FBW7 act: 0.0; TEAD-YAP block: 1; MITF inh: 27

Results for O=C(Nc1cc(Cl)ccc1Cl)c1cc2nc(-c3ccc(Cl)cc3)cc(C(F)(F)F)n2n1 ?
GPR151 activ: -1.2; FBW7 act: -0.1; TEAD-YAP block: 1; MITF inh: -9

Results for COc1cccc(CNc2ccc3c(c2)ncn3C)c1OC ?
GPR151 activ: 0.3; FBW7 act: 0.4; TEAD-YAP block: -18; MITF inh: 12

What do the screens show for `Cc1ccccc1OCC(=O)NNC(=O)CCc1ccccc1`?
GPR151 activ: -0.4; FBW7 act: 0.0; TEAD-YAP block: 6; MITF inh: 2

What do the screens show for `CC1(C)CC(=O)c2nc(NC(=O)Cc3ccc(Cl)cc3)ncc2C1`?
GPR151 activ: 0.4; FBW7 act: 0.3; TEAD-YAP block: 3; MITF inh: 13

What do the screens show for `COc1ccc(C(C)(C)C)cc1S(=O)(=O)N1CCN(c2nc(C)cc(N3CCCC3)n2)CC1`?
GPR151 activ: 0.5; FBW7 act: -0.3; TEAD-YAP block: -2; MITF inh: -1

Results for Cc1cccc(-c2nnc(SCC(=O)Nc3nnc(C)s3)n2C)c1 ?
GPR151 activ: -0.7; FBW7 act: 0.2; TEAD-YAP block: 10; MITF inh: -11

What do the screens show for `O=c1oc(O)c(C=Nc2cccc([N+](=O)[O-])c2)c2ccccc12`?
GPR151 activ: 1.9; FBW7 act: 0.0; TEAD-YAP block: 3; MITF inh: -4

Results for CCOC(=O)c1ccc(NC(=O)C2CC(O)CN2S(=O)(=O)c2ccc(C)cc2)cc1 (stereo not given) ?
GPR151 activ: -0.4; FBW7 act: -0.1; TEAD-YAP block: -6; MITF inh: 0

What do the screens show for `CCC(C)NC(=O)c1cnc2ccc(C)cn2c1=O` (stereo not given)?
GPR151 activ: 0.6; FBW7 act: 0.2; TEAD-YAP block: -4; MITF inh: 6

Results for CCOC(=O)c1c(C)oc2c1c1c(c3ccccc32)OCN(C2CC(C)(C)NC(C)(C)C2)C1 ?
GPR151 activ: 1.9; FBW7 act: 0.1; TEAD-YAP block: 3; MITF inh: -15

What do the screens show for `CC(=O)Nc1ccc(S(=O)(=O)N2CCC(n3nnc4ccccc43)CC2)cc1`?
GPR151 activ: 0.3; FBW7 act: 0.0; TEAD-YAP block: -3; MITF inh: 4

Results for CCCC1=NN2C(=N)/C(=C/c3ccc(OCCSc4ccc(Cl)cc4)c(OCC)c3)C(=O)N=C2S1 ?
GPR151 activ: 0.8; FBW7 act: 0.1; TEAD-YAP block: 14; MITF inh: 6

What do the screens show for `Cn1ncc(NC(=S)Nc2ccc(F)c(Cl)c2)c1C(N)=O`?
GPR151 activ: -0.8; FBW7 act: -0.1; TEAD-YAP block: 1; MITF inh: -25

How did N#Cc1c(N)nc(SCC(=O)C23CC4CC(CC(C4)C2)C3)c(C#N)c1-c1cccs1 do in these assays?
GPR151 activ: 2.8; FBW7 act: 0.1; TEAD-YAP block: 0; MITF inh: -1

How did CC(=O)c1cccc(NS(=O)(=O)c2cc3c(cc2C)NC(=O)CO3)c1 do in these assays?
GPR151 activ: 0.6; FBW7 act: -0.1; TEAD-YAP block: -1; MITF inh: -6

How did NC(=O)C1CCN(c2oc(-c3cccs3)nc2S(=O)(=O)c2ccccc2)CC1 do in these assays?
GPR151 activ: 2.1; FBW7 act: 0.9; TEAD-YAP block: 8; MITF inh: 7

How did O=C(/C=C/c1ccccc1)N1CCC2(CC1)CC2C(=O)N1CCN(c2ccccn2)CC1 (stereo not given) do in these assays?
GPR151 activ: -0.2; FBW7 act: -0.1; TEAD-YAP block: 6; MITF inh: 3

Results for O=S(=O)(/C=C/c1ccccc1)N1CCN(Cc2cc3c(cc2O)CCC3)CC1 ?
GPR151 activ: 1.4; FBW7 act: 0.4; TEAD-YAP block: 4; MITF inh: 13

What do the screens show for `CSc1cccc(NC(=O)N[C@H]2C[C@H]3C(=O)N[C@H](CC(C)C)C(=O)N3C2)c1`?
GPR151 activ: -0.8; FBW7 act: 0.2; TEAD-YAP block: 5; MITF inh: 10

Results for COc1ccc(OC)c(/C=c2\sc3nc4ccccc4n3c2=O)c1 ?
GPR151 activ: 0.0; FBW7 act: -0.1; TEAD-YAP block: -5; MITF inh: 0

Results for CC(CC(=O)C1C(C)C=CCC1(C)C)Nc1ccccc1 (stereo not given) ?
GPR151 activ: -1.7; FBW7 act: 0.0; TEAD-YAP block: -5; MITF inh: 6

Results for CCOc1ccccc1NC(=O)c1nnn(CC(=O)Nc2ccc(C)c(C)c2)c1N ?
GPR151 activ: 4.1; FBW7 act: -0.1; TEAD-YAP block: 1; MITF inh: -4

What do the screens show for `N#Cc1cc(N2CCC(c3ccccc3)CC2)c([N+](=O)[O-])cc1C#N`?
GPR151 activ: -1.3; FBW7 act: 0.1; TEAD-YAP block: -2; MITF inh: 15

How did O=[N+]([O-])c1ccc(NC(=S)NC2CCN(Cc3ccccc3)CC2)cc1 do in these assays?
GPR151 activ: -0.8; FBW7 act: -0.2; TEAD-YAP block: 34*; MITF inh: 0

Results for Cn1c(=O)c2c(nc3n(CC(O)c4ccccc4)c(-c4ccc(Cl)cc4)cn23)n(C)c1=O (stereo not given) ?
GPR151 activ: 1.1; FBW7 act: 0.4; TEAD-YAP block: -1; MITF inh: 20

What do the screens show for `COc1ccc(-c2cc(C(F)(F)F)n3nc(C(=O)NCC4CCCO4)cc3n2)cc1` (stereo not given)?
GPR151 activ: 0.6; FBW7 act: 0.1; TEAD-YAP block: 4; MITF inh: -11

What do the screens show for `COC(=O)c1c(S(=O)(=O)NCC(C)C)sc2c1CCN(Cc1ccccc1F)C2`?
GPR151 activ: 1.6; FBW7 act: -0.1; TEAD-YAP block: 4; MITF inh: 9

Results for O=C(CCCCCNS(=O)(=O)c1ccc(Br)cc1)NCc1ccccc1 ?
GPR151 activ: -1.0; FBW7 act: 0.0; TEAD-YAP block: 1; MITF inh: -1

Results for CCCc1cc(C(=O)OC)c(NC(=O)/C=C/C(=O)O)s1 ?
GPR151 activ: -0.5; FBW7 act: 0.0; TEAD-YAP block: 37*; MITF inh: -1

What do the screens show for `COc1cc(/C=C2\C(=O)N(c3ccccc3)N=C2C)cc(OC)c1OC`?
GPR151 activ: 1.0; FBW7 act: -0.1; TEAD-YAP block: -4; MITF inh: 5

What do the screens show for `COc1ccc(C)cc1NC(=O)c1cc2c(=O)n3cccc(C)c3nc2n1C`?
GPR151 activ: -1.2; FBW7 act: 0.1; TEAD-YAP block: -6; MITF inh: -8

How did O=c1[nH]c2ccsc2c(=O)n1-c1ccc(F)c(Cl)c1 do in these assays?
GPR151 activ: 0.3; FBW7 act: 0.0; TEAD-YAP block: -1; MITF inh: 10

How did Cc1cccc(-n2c(CNC(=O)Cc3ccccc3)nnc2SCC(=O)Nc2nnc(C)s2)c1 do in these assays?
GPR151 activ: -0.1; FBW7 act: 0.0; TEAD-YAP block: -5; MITF inh: 4

How did COc1ccc(CCn2c(=S)[nH]c3cc(C(=O)NCc4ccccn4)ccc3c2=O)cc1OC do in these assays?
GPR151 activ: -1.8; FBW7 act: 0.0; TEAD-YAP block: -23; MITF inh: -4

Screening results from PubChem.
